ERAP1 HTS inh – human ERAP1 aminopeptidase inhibitors, primary screen, biochemical, single point, plate reader. recombinant ERAP1, Leu-AMC fluorescence, 60 min. hit rate 0.15% among 340,000. AID 652197, 2013. inhibition, % at 10.7 µM;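 active = mean replicate inhibition of at least 30%, or all replicates individually reaching that 30% level; inactive = mean below 30% and not every replicate reaching it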;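 also: 0% = neutral control wells and 100% = L-leucinethiol positive control wells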
Target sequence (Q9NZ08 whole entry, looked up): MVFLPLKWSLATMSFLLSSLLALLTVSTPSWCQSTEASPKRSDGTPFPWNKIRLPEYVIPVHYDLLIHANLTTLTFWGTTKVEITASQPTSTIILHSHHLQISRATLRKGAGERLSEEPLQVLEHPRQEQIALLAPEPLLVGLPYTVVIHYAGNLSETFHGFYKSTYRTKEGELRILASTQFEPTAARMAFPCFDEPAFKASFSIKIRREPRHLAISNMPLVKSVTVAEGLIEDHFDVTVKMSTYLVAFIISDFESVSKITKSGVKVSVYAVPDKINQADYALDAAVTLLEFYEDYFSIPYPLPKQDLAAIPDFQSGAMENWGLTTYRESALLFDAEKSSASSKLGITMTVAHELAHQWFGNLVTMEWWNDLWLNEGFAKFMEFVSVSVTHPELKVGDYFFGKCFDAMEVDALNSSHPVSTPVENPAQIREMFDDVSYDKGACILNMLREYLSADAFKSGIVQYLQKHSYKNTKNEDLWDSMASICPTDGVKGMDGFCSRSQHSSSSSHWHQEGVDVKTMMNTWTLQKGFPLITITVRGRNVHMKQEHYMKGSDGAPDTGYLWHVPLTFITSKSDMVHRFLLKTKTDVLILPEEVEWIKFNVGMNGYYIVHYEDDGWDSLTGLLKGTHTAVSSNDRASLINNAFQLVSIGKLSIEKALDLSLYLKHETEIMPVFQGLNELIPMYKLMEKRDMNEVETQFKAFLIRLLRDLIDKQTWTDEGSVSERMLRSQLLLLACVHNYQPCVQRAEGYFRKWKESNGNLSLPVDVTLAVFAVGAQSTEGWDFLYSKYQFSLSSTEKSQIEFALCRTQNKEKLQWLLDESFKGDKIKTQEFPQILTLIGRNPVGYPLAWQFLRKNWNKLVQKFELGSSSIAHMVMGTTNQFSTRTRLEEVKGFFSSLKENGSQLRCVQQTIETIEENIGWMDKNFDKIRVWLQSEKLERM
E-selectin induc – E-selectin induction in HUVECs, primary screen, imaging, HUVEC, immunofluorescence imaging, single point. activation, % at 7.58 µM. hit rate 0.37% among 260,000. P16581. normalized: neutral wells 0, TNF-alpha wells 100. AID 686992, 2013;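 active = mean E-selectin-positive cell signal at least 10% of the positive control, reached in at least 60% of replicates, without over 20% cell loss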;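 also: in these data hits start at about 27%; measured in HUVEC primary endothelial cells; signal is the percent of cells scored E-selectin positive by PE staining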
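Read-out: % PE-positive cells | Test system: HUVEC | Doses: One compound dose added by pin transfer | Buffer or medium: EGM-2 over gelatin coat | Signal: Immunofluorescence imaging | Benchmarks: TNF-alpha, DMSO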
XiGFP reactiv – activators of inactive X chromosome reactivation, primary screen, imaging, XiGFP fibroblasts, GFP high-content imaging, set 2; XiGFP mouse fibroblasts, % GFP-positive cells imaging, 3 d; cells co-treated with 5-aza-dC sensitizer; scaled so ellipticine positive control = 100%; activation, % at 7.58 µM; hit rate 0.055% among 360,000; AID 743238, 2013;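 active = mean normalized replicate activation at least 10% and every replicate at or above 10%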;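 also: 0% = median of on-plate neutral control wells and 100% = ellipticine 6 µM median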
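Assay system: SV40-immortalized XiGFP fibroblast cells, line 68-5-11; buffer or medium: DMEM plus 5-aza-dC sensitizer; compound: one concentration, pinned; timing: compounds 3 days, fix/stain 15 min at room temperature; benchmarks: positive control ellipticine, 6 µM final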
S100A4 inh HTS – inhibitors of S100A4-myosin IIA peptide binding, primary screen, biochemical, fluorescence polarization, TAMRA-MyoIIA peptide; Protein S100-A4 (Homo sapiens), P26447; inhibition, % at 10.7 µM; hit rate 0.14% among 360,000; AID 652163, 2013;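 active = mean inhibition of at least 70% across replicates, with every replicate also reaching that level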
Target sequence (P26447 whole entry, looked up): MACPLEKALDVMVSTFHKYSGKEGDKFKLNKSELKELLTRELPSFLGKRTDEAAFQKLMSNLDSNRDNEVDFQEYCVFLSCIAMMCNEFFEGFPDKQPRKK
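Test system: S100A4 monomer protein. Medium: HEPES buffer with Ca2+, pH 7.2. Reagent: fluorescent myosin IIA peptide, 5 nM. Compound dosing: single-point compound testing. Timing: 5 min between mix addition and reading. Benchmarks: DMSO neutral and TFP positive wells.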
RAD54 inh – inhibitors of human RAD54 branch migration, primary screen, biochemical, fluorescence, single point; DNA repair and recombination protein RAD54-like (Homo sapiens), Q92698; AID 602329, 2012; inhibition, % at 10.4 µM; hit rate 0.14% among 360,000; RAD54 Holliday junction branch migration, FAM/BHQ fluorescence;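 active = mean normalized replicate activity at least 40 and at least half of replicates scoring 40 or more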;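 also: 0% = median of neutral control wells and 100% = median of positive control wells; inhibitors cause a drop in the FAM fluorescence signal; in these data hits start at about 50%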
ERp5 inh – inhibitors of ERp5-driven insulin aggregation, primary screen, biochemical, turbidity, absorbance 650 nm, single point; 90 min; hit rate 0.05% among 350,000; inhibition, % at 9.99 µM;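 active = mean replicate inhibition above about 25%, with every replicate also reaching it, limit read from the data, passing the limit was not always enough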
esBAF inh – Bmi1 luciferase reporter increase in mESCs, primary screen, esBAF inhibitor project, mouse ES cells, Bmi1 luciferase knock-in, single point; 24 h; 100% = twice the neutral-well signal; reporter increase, % at 12.5 µM; hit rate 2% among 350,000; AID 602393, 2012; in the data active = activation above about 40%;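 also: 0% = median of the plate's neutral control wells and 100% = double that signal; a rise in the Bmi1 reporter signal indicates esBAF inhibition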
RAD52 inh – RAD52 DNA annealing inhibitors, primary screen, biochemical, FRET, single point, set 2. AID 651710, 2012. hit rate 0.46% among 360,000. recombinant RAD52 DNA annealing, FRET fluorescence. DNA repair protein RAD52 homolog (Homo sapiens), P43351. inhibition, % at 18.7 µM;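 active = every replicate showing at least 50% inhibition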
An asterisk follows results filed as active; x = no result given.

Compound	ERAP1 HTS inh	E-selectin induc	XiGFP reactiv	S100A4 inh HTS	RAD54 inh	ERp5 inh	esBAF inh	RAD52 inh
COc1ccc(Cl)cc1S(=O)(=O)NCc1nc2nc(C)cc(C)n2n1	3	0.0	0.0	0	-12	-5	-4	-5
COc1ccc(CC(=O)NCc2ccc3c(c2)cc(C)n3C)cc1	-1	x	0.0	8	-1	-3	-3	-21
C[C@@H]1CN([C@H](C)CO)C(=O)Cc2cc(NS(=O)(=O)c3cn(C)cn3)ccc2O[C@H]1CN(C)S(=O)(=O)c1ccc(F)cc1	-4	-0.4	-0.8	9	x	11	-3	13
CN(C)/C=C/C(=O)c1ccc2noc(-c3ccccc3)c2c1	2	-0.1	0.3	0	1	0	-6	-58
O=C(Nc1ccc(-c2nc3ccccc3o2)cc1)c1ccc2c(c1)OCO2	5	x	x	1	-4	6	14	-21
CC(C)NC(=O)Nc1ccc2c(c1)C(=O)N([C@H](C)CO)C[C@@H](C)[C@@H](CN(C)Cc1ccccc1)O2	1	-0.1	-0.2	-1	-12	-6	-1	-5
COc1ccccc1CNC(=O)CCc1ccccc1	-1	-0.8	0.0	-2	-6	3	9	-19
COC(=O)c1sccc1NC(=O)COc1ccc(C)cc1	3	2.9	0.1	1	x	-1	27	-16
Cc1ccc(C(=O)N2CC(C(=O)O)C2)cc1	3	x	0.1	-1	x	0	x	-8
Cc1cc(O)cc2c1C1CCC3(C)C(O)CCC3C1C=C2 (configuration not stated)	-1	1.2	0.1	-3	x	-2	37	-15
COc1cccc(S(=O)(=O)N[C@H]2CC[C@H](CCNC(=O)Nc3cc(F)ccc3F)O[C@H]2CO)c1	1	-0.4	-0.1	-3	-6	-1	14	-10
CC1(C(=O)NS(=O)(=O)c2cccc(Cl)c2)CCN1C(=O)CCc1cccs1 (configuration not stated)	0	-0.3	0.0	4	4	-8	1	-4
Cc1cccc(C)c1NC(=O)CNC(=O)c1ccc(NS(=O)(=O)c2ccc3[nH]c(=O)[nH]c3c2)cc1	-3	x	0.0	3	-7	-8	0	-3
CC(=O)C1=C(O)C(=O)OC1c1ccc(C)cc1 (configuration not stated)	8	x	0.0	0	-28	1	0	-16
Cc1nc(C(F)(F)F)ccc1C(=O)Nc1ccccc1F	x	0.0	0.0	-1	1	3	2	-16

Quoted from the listing:
Under RAD54 inh, `O=C(Nc1ccc(-c2nc3ccccc3o2)cc1)c1ccc2c(c1)OCO2` shows -4
Under XiGFP reactiv, `COc1ccc(CC(=O)NCc2ccc3c(c2)cc(C)n3C)cc1` shows 0.0

Next section.
Compound	ERAP1 HTS inh	E-selectin induc	XiGFP reactiv	S100A4 inh HTS	RAD54 inh	ERp5 inh	esBAF inh	RAD52 inh
CCCn1c(CCNc2nc(-c3ccc(OC)cc3)cs2)nc2ccccc21	0	0.3	0.0	-11	-10	-3	11	-27
CC1(C)CC(NC(=O)c2ccc(-c3ccc([N+](=O)[O-])cc3)o2)CC(C)(C)N1	5	x	0.1	1	17	-4	-3	29
CCc1nnc(NC(=O)CSc2nccn2-c2cccc(C)c2)s1	4	-0.2	0.7	0	5	-5	0	-14
Cc1cc(C)cc(N(CC(=O)NCc2ccc(F)cc2)C(=O)CCC(=O)Nc2ccccn2)c1	-3	x	0.0	-1	-10	2	-1	-1
Cc1ccc2c(COC(=O)c3ccccc3F)cc(=O)oc2c1	0	x	-0.1	-1	6	1	-15	-8
COc1cc(-c2nnc(SCC(=O)NC3CCS(=O)(=O)C3)o2)cc(OC)c1OC (configuration not stated)	-2	4.7	0.1	3	x	4	x	-13
O=Cc1ccccc1OCCOc1ccc([N+](=O)[O-])cc1	-5	x	0.1	0	x	-2	x	-3
O=C(Nc1ccc(F)cc1)N1C[C@H]2[C@@H](c3ccccc31)[C@@H](CO)N2Cc1cocn1	-5	0.0	0.3	-2	-2	-1	4	-14
C[C@@H]1CN([C@@H](C)CO)C(=O)c2cccc(NC(=O)C3CCOCC3)c2O[C@H]1CN(C)S(=O)(=O)c1ccc(F)cc1	0	0.3	0.0	-16	x	x	4	-3
CCc1c(C)sc(NC(=O)c2ccco2)c1C#N	4	x	0.1	-3	-10	-6	29	-27
O=C(CSc1n[nH]c(=O)[nH]c1=O)Nc1ccc(SC(F)F)cc1	-1	0.1	0.0	-1	12	-6	x	-21
O=C(NCc1ccccc1Cl)c1ccccc1CCc1ccccc1	-3	-0.3	0.1	0	x	3	x	-24
Cc1ccc(SCC(=O)NNC(=O)c2ccccc2)c(C)c1	2	-0.2	0.0	4	-2	2	-12	-9
CCOc1cc(CNn2nnnc2N)ccc1OCC(=O)NC(C)(C)C	-2	x	x	-7	2	1	6	-8
Fc1cc(F)cc(NC(=S)N2CCN(c3ncccn3)CC2)c1	0	-2.7	-0.1	17	x	3	x	-7
O=C(CCNC(=O)c1ccccc1Cl)Nc1nc2ccccc2s1	2	4.3	-0.1	2	x	0	x	-38
O=C(NCc1nnnn1-c1ccc(F)c(F)c1)c1ccc2ccccc2c1	0	x	0.6	-5	x	7	x	-3
C[C@@H]1CN([C@H](C)CO)C(=O)c2cc(C#CC3(O)CCCC3)cnc2O[C@@H]1CN(C)C	0	0.2	0.5	-7	6	2	-1	-4
CC(C)NC(=O)N(C)C[C@H]1Oc2c(NC(=O)C3CCCCC3)cccc2C(=O)N([C@H](C)CO)C[C@H]1C	2	-0.1	-0.1	-11	0	-6	1	5
Cc1cc(C(=O)OCC(=O)N2c3ccccc3NC(=O)C2(C)C)c(C)n1-c1ccccc1	-2	0.9	0.0	-1	6	0	x	-31
C[C@H](CO)N1C[C@H](C)[C@@H](CN(C)Cc2ccc(C(=O)O)cc2)Oc2c(NC(=O)Nc3ccc4c(c3)OCO4)cccc2C1=O	0	-2.7	0.0	11	2	7	12	-3
Cc1noc(C)c1NC(=O)N(C)C[C@@H]1OCCCC[C@@H](C)Oc2ccc(NC(=O)Nc3ccc4c(c3)OCO4)cc2C(=O)N([C@@H](C)CO)C[C@H]1C	-2	0.0	-0.5	20	5	-5	2	20
COc1ccccc1N1CCN(C(=O)c2ccc(NS(=O)(=O)c3ccc(C)cc3)cc2)CC1	-3	0.1	0.0	1	-7	-4	0	-9
O=C(c1cnn(C(=O)c2ccco2)c1)c1cc(Cl)cc(Cl)c1O	0	-0.6	0.5	-1	-3	0	-6	-25
Cc1ccc(-c2ccc([C@@H]3[C@H](CO)N4C(=O)CN(C(=O)Nc5ccc(F)cc5)C[C@@H]34)cc2)cc1	0	-0.7	0.0	0	x	-6	x	-10
CC(=O)Nc1ccc(S(=O)(=O)N2CCN(S(=O)(=O)N3CCC(C)CC3)CC2)cc1	0	x	0.0	-2	3	2	-4	5
O=C(c1ccccc1)c1sc(N2CCOCC2)nc1-c1ccccc1	0	x	0.0	0	3	-2	-2	-11
COc1cccc(NC(=O)N2CCCC2C(=O)Nc2cc(C)ccc2OC)c1 (configuration not stated)	-1	x	0.2	2	-6	-2	-2	-9
Cc1noc(C)c1NC(=O)Nc1ccc2c(c1)C(=O)N([C@H](C)CO)C[C@@H](C)[C@H](CN(C)Cc1ccc3c(c1)OCO3)OCCCC[C@H](C)O2	x	-0.1	0.1	x	4	x	-6	x
Cc1cccc(C)c1NC(=O)COc1ccc2c(C)c(Cc3ccccc3)c(=O)oc2c1C	0	x	0.0	-2	x	3	x	-6
COc1ccc(CN(C)C[C@@H]2Oc3ccc(NC(=O)Cc4ccccc4)cc3C(=O)N([C@@H](C)CO)C[C@@H]2C)cc1	-2	-3.0	-0.8	-6	2	3	3	-12
CC(C)NC(=O)Nc1ccc2c(c1)CC(=O)N([C@@H](C)CO)C[C@H](C)[C@H](CN(C)Cc1ccc(C(F)(F)F)cc1)O2	-3	-6.6	0.0	0	5	1	0	7
CNC(=S)NNC(=O)c1cccs1	1	-0.1	0.0	-3	x	-6	-2	7
COc1ccc(NS(=O)(=O)c2cc(C(=O)Nc3ccccc3C(=O)O)ccc2C)cc1	-16	0.0	0.0	-3	-1	0	7	-7
COc1ccccc1-c1noc2c1C(=O)N(C(=O)OC(C)(C)C)CC2	x	5.0	0.0	0	x	1	-4	1
COc1ccc2c(c1)c(-c1csc(N)n1)c(C)n2C	-2	5.0	-0.1	-3	-3	7	-8	-32
CCOC(=O)CN1C(=O)N2C[C@H]3CON(C)[C@H]3C[C@H]2c2ccccc21	-1	1.5	x	0	-6	7	17	-5
CCCC#Cc1ccc([C@@H]2[C@H]3CN(S(=O)(=O)Cc4ccccc4)CC(=O)N3[C@H]2CO)cc1	-4	0.4	0.2	3	x	-18	x	-11
CCOC(=O)C1CCCN(CCC(=O)Nc2cc(C)ccc2C)C1 (configuration not stated)	0	0.3	0.0	-2	3	-3	x	1
CCN(CC)c1ccc(S(=O)(=O)N2CCOCC2)cc1NC(=O)COC(=O)/C=C/c1ccccc1	-6	x	0.1	-2	-3	0	-11	-10
CC(C)c1cn(CC[C@H]2CC[C@@H](NC(=O)C3CC3)[C@@H](CO)O2)nn1	-2	-0.3	-0.2	2	-8	-3	-2	4
Cc1csc2c(N3CCN(C(=S)Nc4ccc(F)cc4F)CC3)ncnc12	1	x	0.1	-3	-1	5	5	-16
CCc1nc2ccc(C(=O)Nc3cccc(OC)c3)cn2c1N(C)Cc1ccc(OC)cc1	5	0.0	0.0	-6	-6	5	10	-212
O=C1C=C(c2ccc3c(c2)OCCO3)C[C@@H](c2ccc(F)cc2)C1	-1	-0.2	0.5	0	0	1	23	4
CCN(Cc1ccncc1)Cc1nc(-c2ccc(C(=O)OC)cc2)no1	-2	x	0.0	7	-4	2	8	-15
C[C@@H]1CN([C@H](C)CO)C(=O)Cc2cc(NC(=O)NC3CCCCC3)ccc2O[C@H]1CN(C)Cc1ccccc1	4	0.1	-1.1	-4	-1	1	4	-5
CC1=C(C(=O)N2CCCCCC2)CC(CC(=O)NC(c2ccccc2)c2ccccc2)C(=O)N1CCC1=CCCCC1 (configuration not stated)	4	-0.3	0.0	-2	x	-5	x	-11
CCCCN1C(=O)C(=O)NC[C@@H]1CC1CCCCC1	1	-0.1	0.0	-5	x	1	x	-11
COc1ccc(NC(=S)NC2CC3CCC2C3)c(OC)c1 (configuration not stated)	-1	0.2	-0.1	4	-5	2	-6	-12
Cc1nn(Cc2ccc([N+](=O)[O-])cc2)c(=O)n1-c1cccc(Cl)c1	-2	3.5	0.4	2	x	0	x	-25
CC(CCc1ccco1)NC(=O)Cn1ncc2c(=O)oc3ccccc3c21 (configuration not stated)	3	1.4	0.2	7	-13	1	-8	-4
O=C(CCN1C(=O)C2CC=CCC2C1=O)OCC(=O)c1ccc(F)cc1 (configuration not stated)	1	0.2	-0.9	0	5	-1	0	-14

Screening data as filed in PubChem BioAssay.
